Compound activity from PubChem.
Dengue-2 NS5 capping – Dengue-2 NS5 methyltransferase inhibitors, primary screen, biochemical, confirmation dose response (AID 588689) | Dengue-2 NS5 methyltransferase capping enzyme assay, biochemical; higher % means a stronger effect | inhibition, % at 25 µM, or IC50 in µM where a hit was titrated | 340,000 compounds, 0.3% hits | Genome polyprotein (Dengue virus type 2 (strain 16681-PDK53)); in the data active = a potency from the dose series
Autophagy mod – autophagy modulators in MEF cells, primary screen, imaging, high-content, MEF GFP-LC3; 190,000 compounds, 0.98% hits; MEF GFP-LC3 puncta imaging; test concentration mostly 10 µM; calls only at 10 µM (by protocol);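 active = percentage of spot-positive cells more than 3 SD above its plate mean, without a fluorescence outlier flag or 80% toxicity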;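 note: spot-positive cell cutoff set from DMSO-treated cells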
RSV CPE inhibition – RSV antiviral activity via CPE protection, HEp-2 cells, primary 10 µM value included (AID 2391). 310,000 compounds, 0.13% hits. CPE inhibition, % at 10 µM; hits with a dose series show IC50 in µM. HEp-2 cells, RSV-induced CPE inhibition; higher % means a stronger effect; in the data active = a potency from the dose series; note: strong numbers were not always called active
K1F lysis inhibition – inhibition of K1F phage lysis, E. coli UTI89, bacterial capsule biogenesis inhibitors, alamar blue (AID 488966); one-dose inhibition, % at 100 µM; IC50 in µM for titrated hits; 340,000 compounds, 0.02% hits; E. coli UTI89 K1F phage lysis, alamar blue, 2 h; higher % means a stronger effect;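 active = phage lysis inhibition, versus mean bacterial control, above a set limit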;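 note: capsule biogenesis inhibitors block K1F phage lysis so surviving cells raise fluorescence; higher fluorescence means more inhibition of phage lysis; actives were called in the ten point dose series up to 300 µM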
LYP phosphatase – inhibitors of LYP phosphatase, biochemical, fluorescence intensity, uHTS (AID 1779) | Tyrosine-protein phosphatase non-receptor type 22 (Homo sapiens) | recombinant LYP phosphatase, fluorescence intensity; higher % means a stronger effect | inhibition, % at 11.5 µM; hits with a dose series show IC50 in µM | 290,000 compounds, 0.054% hits; in the data active = inhibition above about 50%;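 note: plate controls were vehicle with enzyme for no effect and no enzyme for full effect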
GPR35 antagonists – GPR35 antagonists blocking zaprinast-driven arrestin recruitment, primary screen, imaging, U2OS, beta-arrestin-GFP, zaprinast agonist (AID 2058); G-protein coupled receptor 35 (Homo sapiens); U2OS GPR35 beta-arrestin-GFP translocation imaging, zaprinast antagonism; higher % means a stronger effect; inhibition, % at 10 µM; hits with a dose series show IC50 in µM; 290,000 compounds, 0.052% hits;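 active = inhibition of at least 50% with at least 30 cells and total cytoplasm GFP at most 10,000,000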
NTR1 agonist – agonists of NTR1, primary screen, imaging, U2OS cells, beta-arrestin-GFP, high content (AID 493036); Neurotensin receptor type 1 (Homo sapiens), P30989; NTR1-U2OS beta-arrestin-GFP spot imaging, agonist mode; activation, % at 20 µM; 330,000 compounds, 0.17% hits;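 active = activation at or above 40% of the spot to cytoplasm intensity ratio, with at least 20 cells analyzed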;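 note: 0% = DMSO without peptide and 100% = 100 nM NTR1 peptide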
Target sequence (P30989 whole entry, looked up): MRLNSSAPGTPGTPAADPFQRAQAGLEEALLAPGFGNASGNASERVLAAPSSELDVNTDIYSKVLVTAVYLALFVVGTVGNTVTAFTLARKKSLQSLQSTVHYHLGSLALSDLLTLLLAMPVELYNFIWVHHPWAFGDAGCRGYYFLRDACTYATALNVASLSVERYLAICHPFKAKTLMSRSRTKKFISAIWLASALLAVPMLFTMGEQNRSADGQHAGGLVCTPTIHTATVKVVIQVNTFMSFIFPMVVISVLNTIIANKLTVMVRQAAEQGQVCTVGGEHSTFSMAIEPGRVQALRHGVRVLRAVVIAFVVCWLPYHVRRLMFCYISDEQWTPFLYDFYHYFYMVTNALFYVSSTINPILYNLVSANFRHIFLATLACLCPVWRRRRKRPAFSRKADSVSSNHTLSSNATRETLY
AID2073 – inhibitors of Mint1-CaV2.2 protein interaction, biochemical, HTRF (AID 2073). 290,000 compounds, 0.19% hits. HTRF protein-protein interaction, Mint1-CaV2.2; higher % means a stronger effect. inhibition, % at 20 µM, or IC50 in µM where a hit was titrated; in the data active = inhibition mostly above about 51%, no sharp cut-off; note: some results filed as inactive read as strong as hits
WT yeast gro inh – growth inhibition of WT strain, primary screen, mitochondrial fusion inhibitor project, WT and mutant strains, chemical genetic; inhibition, % at 10 µM; mitochondrial fusion phenotypic screen; 190,000 compounds, 2.1% hits; in the data active = inhibition above about 58%; tested in S. cerevisiae
WT yeast gro inh mutant strain – further read-out of WT yeast gro inh, marked with its call; inhibition, %; mitochondrial fusion phenotypic screen, mutant strain inhibition
Autophagy mod cell loss 18 h – further read-out of Autophagy mod, marked with its call; toxicity, %; measured here: cell loss, nuclei count;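 cell loss after 18 h compound exposure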
NTR1 agonist cell count 20 µM – second read-out of NTR1 agonist, no call of its own (marks repeat the call); cell count; measured here: cell count, cytotoxicity flag
The depositor's hits bear a star; i = inactive; / = no result given; [ ] = dose if it differs, or a comment.

SMILES	Dengue-2 NS5 capping	Autophagy mod	Autophagy mod cell loss 18 h	RSV CPE inhibition	K1F lysis inhibition	LYP phosphatase	GPR35 antagonists	NTR1 agonist	NTR1 agonist cell count 20 µM	AID2073	WT yeast gro inh	WT yeast gro inh mutant strain
COc1cc(C2OCC3C(c4cc(OC)c(OC)c(OC)c4)OCC23)cc(OC)c1OC (centres undefined)	-1%	/	/	1.1%	6.5%	-7%	2%	0.2	99	18%	/	/
C/C(=C(/CCO)SSCC1CCCO1)N(C=O)Cc1cnc(C)nc1N (centres undefined)	2%	/	/	-2.4%	1.6%	/	/	2.2	47	/	/	/
CC(C)Nc1cc(N2CCCC2)ccc1[N+](=O)[O-]	4%	i	14	4.5%	2.3%	4%	-13%	-0.4	58	9%	-4	-3
CCN(CC)C1CCN(C(=O)c2ccc(OC3CCN(Cc4ccccn4)CC3)cc2)C1 (centres undefined)	-11%	/	/	-3.4%	0.4%	-1%	3%	0.4	49	-6%	/	/
COC(=O)c1[nH]c2cccc(OC)c2c1NC(=O)CCN1CCSCC1	6%	/	/	1.0%	0.3%	-8%	0%	-1.0	41	13%	/	/
O=C(CC(C(=O)N1CCc2ccccc21)n1ccnc1)N1CCc2ccccc2C1 (centres undefined)	-4%	i	1	1.6%	0.9%	-1%	10%	2.6	64	-2%	0	-2
O=C(CN1C(=O)c2ccccc2C1=O)Nc1sc2c(c1C(=O)NCc1ccco1)CCCC2	-8%	i	5	1.8%	0.9%	1%	-1%	-0.7	73	-11%	25	-10
Cc1cc(NS(=O)(=O)c2ccc(NC(=O)COc3ccc(Br)cc3)cc2)nc(C)n1	-3%	/	/	0.3%	0.1%	-6%	-5%	-0.4	44	2%	/	/
COc1cccc(N2C(=O)Nc3ccccc3C2(O)C(=O)NCc2ccc3c(c2)OCO3)c1 (centres undefined)	-12%	i	0	1.8%	-0.1%	-1%	-7%	0.8	97	-4%	12	1
COC(=O)c1sc(NC(C)=O)c(C(=O)OC)c1C	1%	i	2	-0.5%	-1.4%	4%	-6%	3.6	69	-27%	2	17
COc1ccc(Cl)cc1NC(=S)N(Cc1cccnc1)Cc1ccco1	2%	i	-10	-0.6%	-0.2%	0%	13%	0.5	59	14%	2	-3
CC(=O)c1cccc(NC(=O)Cn2nc(-c3ccc(Cl)cc3)ccc2=O)c1	-5%	i	-6	-2.5%	-0.1%	-6%	-1%	-0.1	36	0%	-22	-7
Cc1cc(C)c(S(=O)(=O)c2cc(F)ccc2C)c(=O)[nH]1	-8%	/	/	1.9%	0.2%	-7%	-2%	1.0	83	4%	/	/
O=C(Cc1ccccc1)Nc1ccc(C(=O)Nc2ccc(O)cc2)cc1	-2%	/	/	1.0%	1.6%[50 µM]	-10%	2%	-0.1	74	8%	/	/
CCC(=O)NC(NC(=S)Nc1c(C)n(C)n(-c2ccccc2)c1=O)C(Cl)(Cl)Cl (centres undefined)	2%	i	-4	0.7%	1.6%[50 µM]	-6%	-3%	-1.3	71	-26%	-10	15
COc1cc(NC(=O)Cc2ccc(OC)c(S(=O)(=O)N3CCOCC3)c2)c(OC)cc1Cl	-7%	/	/	3.6%	-0.1%	-19%	-3%	-1.3	57	13%	/	/
Cc1sc2ncnc(SCC(=O)Nc3ccc(CN4CCCC4)cc3)c2c1C	-7%	/	/	0.7%	0.4%[50 µM]	/	/	3.7	51	/	/	/
CCC(C)(C)NC(=O)C(c1cccn1C)N(C(=O)Cn1nnc2ccccc21)c1ccc(NC(C)=O)cc1 (centres undefined)	-2%	i	3	-0.7%	-0.4%	-6%	9%	0.8	43	-17%	-12	-14
COC(=O)c1ccc(C(=O)OC)c(NC(=S)N2CCCC(CO)C2)c1 (centres undefined)	-6%	i	0	0.0%	1.9%	-4%	-3%	-0.4	49	-12%	-2	5
Nc1nc(SCC(=O)NCCN2CCOCC2)nc2sc3c(c12)CCC3	-10%	i	-5	0.3%	0.1%	-5%	-7%	0.0	91	-39%	-5	-7
Cc1cccc(NC(=O)[C@@H](NC(=O)[C@@H]2Cc3ccccc3CN2)C(C)C)c1	-5%	/	/	1.1%	0.1%	-8%	3%	-0.2	65	7%	/	/
CCOC(=O)c1cc2c(nc1NC(=S)NCc1ccccc1)CCCC2	-6%	i	14	3.9%	0.3%	-2%	-5%	-1.4	99	8%	8	2
CCCS(=O)(=O)c1cn2cccc(N)c2c1S(=O)(=O)CCC	2%	i	20	1.5%	2.7%	-8%	-5%	1.1	62	-13%	-5	14
CCNC(=O)COC(=O)c1cc(-c2ccc(OC)cc2)nc2ccccc12	-1%	i	4	2.7%	1.9%	-2%	24%	1.0	57	15%	16	14
CCc1ccccc1N(CC(=O)N1CCc2ccccc2C1)S(C)(=O)=O	-5%	/	/	7.3%	-1.3%	1%	-10%	1.9	63	-2%	/	/

The closing 2 records of the part above lead into the next:
SMILES	Dengue-2 NS5 capping	Autophagy mod	Autophagy mod cell loss 18 h	RSV CPE inhibition	K1F lysis inhibition	LYP phosphatase	GPR35 antagonists	NTR1 agonist	NTR1 agonist cell count 20 µM	AID2073	WT yeast gro inh	WT yeast gro inh mutant strain
CCNC(=O)COC(=O)c1cc(-c2ccc(OC)cc2)nc2ccccc12	-1%	i	4	2.7%	1.9%	-2%	24%	1.0	57	15%	16	14
CCc1ccccc1N(CC(=O)N1CCc2ccccc2C1)S(C)(=O)=O	-5%	/	/	7.3%	-1.3%	1%	-10%	1.9	63	-2%	/	/
c1ccc(Oc2ccc(-c3ccnc4ncnn34)cc2)cc1	-3%	i	-22	1.8%	0.0%	-6%	1%	-0.3	91	-1%	-5	9
Nc1ccc(CNC(=O)OCC2c3ccccc3-c3ccccc32)cc1	-2%	/	/	1.7%	1.1%	/	/	1.7	87	/	/	/
COc1ccc(NC(=O)Nc2ccc(OC)cc2)cc1	-13%	i	0	0.6%	0.2%	-6%	-7%	0.1	38	10%	/	/
COc1ccc(S(=O)(=O)NC(C)C(=O)Nc2ccccc2)cc1Cl (centres undefined)	1%	/	/	1.9%	-0.1%	-6%	2%	1.2	49	6%	/	/
COC(=O)c1cccc(C(=O)N2CCCC(C(=O)c3cccc(OC(C)C)c3)C2)c1 (centres undefined)	-10%	/	/	7.0%	0.1%	4%	18%	-0.3	44	1%	/	/
O=C(NNc1ccc([N+](=O)[O-])cc1[N+](=O)[O-])c1ccco1	0%	/	/	11%	-0.2%	-1%	-1%	-0.3	46	-7%	/	/
COc1ccc(CCC(=O)NCCS(=O)(=O)N2CCN(c3ccccc3)CC2)cc1	-6%	/	/	0.7%	-1.2%	/	/	-0.1	62	/	/	/
CSC1=C(C#N)C(=O)NC(c2ccc(Cl)cc2)S1 (centres undefined)	-4%	/	/	4.1%	-1.4%	-3%	-10%	-0.4	49	-15%	/	/
Cc1cccc(C)c1N1CCN(C(=O)Nc2ccc3c(c2)OCCO3)CC1	-5%	i	10	10%	0.2%	2%	-3%	1.3	85	-8%	1	21
CCC(=O)Nc1nc(CC(=O)Nc2ccccc2OC)cs1	0%	i	-1	0.6%	-0.3%	0%	-1%	3.3	55	2%	8	4
O=S(=O)(c1ccc2c(c1)OCO2)N1CCN(c2nnnn2-c2ccccc2)CC1	-3%	i	-33	1.8%	2.4%	-12%	6%	0.0	56	0%	-14	22
Cc1cccc(NC(=O)CSc2nc(=O)n3ccccc3n2)c1C	-4%	/	/	-0.6%	2.0%[50 µM]	/	/	-0.8	66	/	/	/
O=S(=O)(c1ccc(Br)cc1)N1CCCC1c1nc2ccccc2s1 (centres undefined)	4%	i	-2	7.8%	-0.3%	7%	-14%	-0.1	88	16%	17	-6
CC(C)c1nc(Cl)c(C#N)c2c1CCC2	-3%	/	/	7.7%	-0.6%	5%	4%	0.1	52	12%	/	/
CCc1n[nH]c(=S)n1/N=C/c1ccc(N(CC)CC)cc1	-9%	i	2	17%	-0.1%	-2%	-12%	5.6	56	-6%	29	33
COc1cc(CN2CCN(c3cccc(Cl)c3)CC2)cc(OC)c1OC	-1%	i	12	-0.2%	9.4%	-6%	-2%	-0.2	90	3%	8	6
C#CCOCCOCCOCCNc1nc(N2CCOCC2)nc(N2CCN(C(=O)Cn3cc(CCCN=C(N)N)nn3)CC2)n1	3%	i	-60	1.9%	2.6%	0%	9%	-0.6	54	-10%	-1	-13
CC(=O)Nc1cc2c(nc1C)nc(C)n2Cc1ccc(Br)cc1	2%	i	1	0.5%	0.6%	-2%	30%	-1.2	58	2%	16	49
CCOC(=O)CSC1=N/C(=C/c2ccc(-n3cncn3)cc2)C(=O)N1C(C)=O	-1%	i	6	0.4%	0.2%	-8%	-16%	-0.6	59	12%	11	8

Retrieved by structure from above, two records:
SMILES	Dengue-2 NS5 capping	Autophagy mod	Autophagy mod cell loss 18 h	RSV CPE inhibition	K1F lysis inhibition	LYP phosphatase	GPR35 antagonists	NTR1 agonist	NTR1 agonist cell count 20 µM	AID2073	WT yeast gro inh	WT yeast gro inh mutant strain
O=S(=O)(c1ccc2c(c1)OCO2)N1CCN(c2nnnn2-c2ccccc2)CC1	-3%	i	-33	1.8%	2.4%	-12%	6%	0.0	56	0%	-14	22
Nc1ccc(CNC(=O)OCC2c3ccccc3-c3ccccc32)cc1	-2%	/	/	1.7%	1.1%	/	/	1.7	87	/	/	/

Three entries from above, arranged by the number in AID2073, high to low.
| compound | Dengue-2 NS5 capping | RSV CPE inhibition | LYP phosphatase | GPR35 antagonists | AID2073 | WT yeast gro inh mutant strain |
| --- | --- | --- | --- | --- | --- | --- |
| COc1ccc(NC(=O)Nc2ccc(OC)cc2)cc1 | -13% | 0.6% | -6% | -7% | 10% | / |
| CCC(=O)Nc1nc(CC(=O)Nc2ccccc2OC)cs1 | 0% | 0.6% | 0% | -1% | 2% | 4 |
| CSC1=C(C#N)C(=O)NC(c2ccc(Cl)cc2)S1 (centres undefined) | -4% | 4.1% | -3% | -10% | -15% | / |
